Screening results as filed in PubChem BioAssay.
hK5 inh – inhibitors of human kallikrein 5; recombinant hK5, fluorogenic AMC substrate cleavage; inhibition, % at 5 µM; actives 0.59% (n = 210,000); AID 873;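 active = inhibition of 40% or more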;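 also: 0% = enzyme controls without compound and 100% = no-enzyme blanks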
Target sequence (Q9Y337 67-293 limits assumed): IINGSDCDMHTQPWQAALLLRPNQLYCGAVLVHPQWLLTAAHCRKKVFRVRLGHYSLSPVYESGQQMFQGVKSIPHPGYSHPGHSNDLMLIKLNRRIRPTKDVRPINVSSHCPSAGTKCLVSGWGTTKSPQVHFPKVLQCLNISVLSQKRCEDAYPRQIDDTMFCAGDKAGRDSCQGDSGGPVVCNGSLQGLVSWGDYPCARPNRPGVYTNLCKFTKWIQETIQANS
Rad51 HR inh – Rad51 (human) homologous recombination inhibition; actives 0.085% (n = 200,000); Q06609; inhibition, % at 10 µM; AID 1385; hRad51 DNA strand exchange, fluorescence dequenching;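 active = inhibition above 40% at the single screening dose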;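 also: 0% = DMSO control wells and 100% = blanks with heterologous ssDNA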
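System: human Rad51 nucleoprotein filaments preassembled on unlabelled ssDNA. Reagent: labelled 47-mer dsDNA for strand exchange. Schedule: 30-min compound preincubation and 15-min exchange, both room temperature. Measured by: FRET fluorescence dequenching, excitation 485 nm, emission 520 nm. Read-out: Fluorescence-based percent inhibition, control- and blank-normalised. Benchmarks: plate controls and plate blanks.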
FXIIa inh – factor XIIa (human) inhibition; actives 0.3% (n = 220,000); inhibition, % at 5 µM; P00748; purified FXIIa, Boc-QGR-AMC fluorogenic substrate, 2 h; AID 800; in the data active = inhibition above about 40%;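 also: 0% = enzyme with no compound and 100% = blank without enzyme; many of its hits are not listed in these tables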
Target sequence (P00748 20-372 limits assumed): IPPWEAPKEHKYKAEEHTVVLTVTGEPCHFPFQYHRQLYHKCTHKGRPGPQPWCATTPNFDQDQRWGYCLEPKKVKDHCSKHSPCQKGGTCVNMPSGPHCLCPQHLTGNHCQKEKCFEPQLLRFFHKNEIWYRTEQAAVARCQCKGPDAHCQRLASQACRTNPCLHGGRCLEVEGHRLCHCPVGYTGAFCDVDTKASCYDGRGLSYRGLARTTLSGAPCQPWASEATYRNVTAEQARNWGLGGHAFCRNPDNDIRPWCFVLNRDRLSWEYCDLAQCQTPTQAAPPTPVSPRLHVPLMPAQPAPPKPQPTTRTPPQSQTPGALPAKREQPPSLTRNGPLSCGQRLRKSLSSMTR
Target sequence (P00748 373-615 limits assumed): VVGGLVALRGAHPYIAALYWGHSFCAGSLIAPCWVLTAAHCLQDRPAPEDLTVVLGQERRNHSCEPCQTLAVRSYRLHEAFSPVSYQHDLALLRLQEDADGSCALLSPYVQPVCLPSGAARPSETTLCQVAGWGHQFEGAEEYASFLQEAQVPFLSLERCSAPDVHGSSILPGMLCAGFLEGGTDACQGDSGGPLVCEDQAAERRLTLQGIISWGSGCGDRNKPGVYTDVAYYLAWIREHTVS
Mdm2 ligase inh – blocks human Mdm2 ubiquitin ligase activity. Q00987. cell-based MDM2 ubiquitination luciferase reporter, 2 h; 0 = plate control, 100 = twice control, blank-subtracted. signal enhancement, % at 5 µM. actives 0.11% (n = 210,000);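 active = signal enhancement of 30% or more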;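 also: luminescence tracks abundance of the self-degrading MDM2-luciferase fusion protein; higher signal means inhibition of MDM2 E3 ligase activity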
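System: stable MDM2–luciferase fusion reporter cells / Input: 2000 cells seeded into each well / Schedule: 4 h settle plus 2 h compound, 37 °C / Compound: single-point 5 µM / Buffer or medium: cells held in DMEM / Benchmarks: control and blank well means / Evaluation: percent signal gain over controls, blank-subtracted / Measured by: luciferase luminescence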
p97 inhibitor – blocks human p97 ATPase activity; inhibition, % at 8 µM; recombinant p97 ATPase, Kinase-Glo ATP luminescence, 3 h; P55072; actives 0.42% (n = 220,000); AID 1481; in the data active = inhibition above about 15%;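 also: 0% = DMSO vehicle and 100% = wells lacking enzyme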
eIF4E 4G PPI – eIF4E/eIF4G interaction inhibition in translation initiation. TR-FRET eIF4E-eIF4GI(517-606) binding, 2 h. inhibition, % at 21.7 µM. actives 0.37% (n = 220,000);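 active = inhibition above about 30%, limit read from the data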;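 also: 0% = full FRET control wells and 100% = background wells lacking eIF4GI fragment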
FXIa inh 1536 – inhibitors of human coagulation factor XIa; P03951; purified FXIa, Boc-Glu-Ala-Arg-AMC fluorogenic substrate; inhibition, % at 5 µM; actives 0.14% (n = 220,000);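 active = inhibition of at least 40%; inactive = inhibition below 40%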;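 also: fluorescence of freed AMC excited at 355 nm; 0% = enzyme without compound and 100% = no enzyme blank; many of its hits are not listed in these tables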
Wee1 degr inh – human Wee1 degradation inhibition, primary screen; AID 1321; reporter increase, % at 5 µM; HeLa Luc-Wee1K328M stability, luciferase luminescence; 100% = proteasome inhibitor MG132 effect; P30291; actives 1.2% (n = 220,000);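 active = activation above the mean of all tested compounds plus 3 SD, set per screening run, cut at about 8.8% in these data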;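 also: cells exposed to compound for 20 h before luminescence read; 0% = DMSO alone and 100% = MG132 at 30 µM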
14-3-3 Bad inh – disrupts binding of bovine 14-3-3 zeta to phospho-Bad peptide | P63103 | TR-FRET 14-3-3zeta/Dy647-pBad peptide displacement, 1 h | inhibition, % at 21.7 µM | actives 0.71% (n = 220,000);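 active = inhibition above about 70%, limit read from the data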;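 also: 0% = full 14-3-3 plus peptide FRET controls and 100% = background without 14-3-3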
Target sequence (P63103 whole entry, looked up): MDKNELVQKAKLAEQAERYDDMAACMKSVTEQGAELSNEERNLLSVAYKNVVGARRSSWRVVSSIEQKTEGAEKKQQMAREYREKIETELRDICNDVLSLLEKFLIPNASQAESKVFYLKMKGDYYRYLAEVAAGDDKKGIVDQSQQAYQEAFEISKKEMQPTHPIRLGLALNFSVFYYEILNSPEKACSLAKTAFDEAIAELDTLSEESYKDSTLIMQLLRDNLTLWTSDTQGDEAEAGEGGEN
An asterisk follows results filed as active; · = not tested or not shown; [ ] = remark or other dose.

SMILES	hK5 inh	Rad51 HR inh	FXIIa inh	Mdm2 ligase inh	p97 inhibitor	eIF4E 4G PPI	FXIa inh 1536	Wee1 degr inh	14-3-3 Bad inh
CCN1CCN(CC(O)COCc2ccccc2)CC1 (stereo not drawn)	-2	-2	16	3	8	7	3	0	62[fluorescence artefact?]
O=C(O)C(Cc1ccccc1-c1ccccc1)C(=O)O	-2	11	10	·	5	-2	-2	2	5
O=C(NNC(=S)Nc1ccc(Cl)cc1Cl)C1CC1	-34	6	18	6	3	19	8	1	-5
O=C(Nc1ccc2c(c1)OCCO2)C1CCN(C(=O)c2ccc(F)cc2)CC1	19	0	0	-17	-3	0	-9	2	5
CC1=C(C(=O)OC2CCCCC2)C(c2ccc(C)o2)C2=C(CC(C)(C)CC2=O)N1 (stereo not drawn)	-3	2	5	·	1	0	3	-1	-2
O=C(NC1CCCCC1)c1cc(Cl)nc2ccccc12	1	1	6	2	3	4	7	5	-1[fluorescence artefact?]
N#Cc1c(N)sc2c1CCN(CCc1ccccc1)C2	-12	-14	5	2	-1	-3	-3	-3	-7[fluorescence artefact?]
CC(=O)N/C(=C\c1ccccc1)C(=O)Nc1ccc(O)cc1	2	·	5	-20	6	3	2	1	-6
CCc1cccc(NC(=O)CN(C)S(=O)(=O)c2cccc3nsnc23)c1	-21	-9	16	4	1	-5	4	-2	5
O=C(C(c1ccccc1)c1ccccc1)N1CCN(c2ccccn2)CC1	-5	-9	5	-72	0	-3	-2	0	-3
O=C(O)/C=C\C(=O)Nc1ccc(N2CCN(c3ccc(Cl)cc3)CC2)cc1	-4	6	7	3	6	15	18	-4	-8
O=C(Nc1ccc2nc(-c3cccnc3)[nH]c2c1)c1ccccc1F	0	3	3	-20	4	0	-3	-1	-6
COc1cc2cc(CN(CCc3ccccc3C)C(=S)NCCCN3CCOCC3)c(=O)[nH]c2cc1OC	·	-3	11	-12	2	-1	4	3	-12
COc1ccc(-n2cc(CNCCc3cscn3)c(-c3ccccc3Cl)n2)cc1	3	3	12	-5	5	-6	-1	2	-9
CN(C)c1cnn(-c2ccccc2)c(=O)c1Cl	-11	-1	13	10	6	3	19	7	-10
COc1ccc(C2(C(=O)NCCN3CCOCC3)CCOCC2)cc1	-7	0	20	-28	3	-1	3	-2	-1
CSC1=C(C#N)C(c2ccccc2C)C(C#N)=C(N)N1 (stereo not drawn)	-6	-6	7	-3	4	-4	0	-1	-15
Nc1nc(SCC(=O)NCc2ccco2)[nH]c(=O)c1-c1ccccc1	1	1	0	-6	2	-2	-5	0	5
CCS(=O)(=O)N1CCN(Cc2ccc([N+](=O)[O-])cc2)CC1	-4	3	4	-8	-1	1[fluorescence artefact?]	-4	0	13
Cc1ccc(-n2ccc(=O)c(C(=O)O)n2)cc1	5	5	12	-5	1	1[fluorescence artefact?]	5	-1	4
Cc1cccc(OCCC(=O)NCC(c2ccccc2)N(C)C)c1 (stereo not drawn)	-10	5	9	2	-7	-3	3	-3	2[fluorescence artefact?]
COc1ccc(-c2ccc(CCC(=O)O)n2NC(=O)c2ccc(O)cc2)cc1	11	·	5	-8	6	-1	-1	2	-12
CCOC(=O)c1cnc2c(C#N)c(C)nn2c1C	-25	5	-1	-11	0	5	-12	4	-6
Cc1ccc2nc(C)cc(C(=O)OCC(=O)c3ccc(Cl)c([N+](=O)[O-])c3)c2c1	-10	·	18	-11	2	-5	2	-1	2
COCCNC(=O)Cn1cnc2c1c(=O)n(C)c(=O)n2C	0	15	15	-3	2	-6	3	-3	3
Following part
SMILES	hK5 inh	Rad51 HR inh	FXIIa inh	Mdm2 ligase inh	p97 inhibitor	eIF4E 4G PPI	FXIa inh 1536	Wee1 degr inh	14-3-3 Bad inh
CCC(O)CNc1nc(-n2nc(C)cc2C)nc2sc3c(c12)CC(C)(C)OC3 (stereo not drawn)	-14	·	5	-10	-4	-3	-3	-1	-3
Cc1ccc2cc(CN(Cc3ccco3)C(=S)NCC3CCCO3)c(=O)[nH]c2c1C (stereo not drawn)	-14	·	5	8	-1	3	1	-1	-1[fluorescence artefact?]
Cc1sc2ncnc(N3CCC(C)CC3)c2c1C	-10	4	9	8	3	5	2	2	-2
O=C(NCc1ccc(F)cc1)C(Cc1ccccc1)n1cccc1 (stereo not drawn)	-4	0	8	·	1	-4	-4	-1	-5
Fc1ccc(-c2nnc(CN3CCC(c4nc5ccccc5s4)CC3)o2)cc1	-7	2	-17	-4	-1	-4[fluorescence artefact?]	-11	-1	-7
CCCCC1=NN(C(=O)c2cocc2C)C(O)(C(F)(F)F)C1 (stereo not drawn)	-11	3	9	7	-1	-1[fluorescence artefact?]	-2	2	1
O=C(OCc1ccccn1)c1ccc(COc2ccccc2Cl)o1	-9	-2	6	·	-2	10	-2	7	41
CCN(CC)C(=O)CSc1nnc(-c2ccccc2)c(-c2ccccc2)n1	-6	0	8	-12	-1	7	-2	0	-7
CCN(CC)c1ccc(NC(=O)c2cccnc2)c(C)c1	39	2	16	-4	1	7[fluorescence artefact?]	11	6	-10
NC1=NC[C@H](Cc2ccc(O)cc2)N1CC1CCCCC1	-1	8	9	-11	·	-6	-2	·	-2
C/C(=N\N=C(N)N)c1ccc(Cl)cc1Cl	-3	10	1	-10	3	-2	-6	-2	-19
O=S(=O)(NC1CCCCC1)c1ccc(S(=O)(=O)N2CCN3CCCC3C2)cc1 (stereo not drawn)	-38	-6	-1	-11	-1	0	-9	2	-9
Cc1nc(N)sc1C(=O)N/N=C/c1ccc([N+](=O)[O-])cc1	0	·	2	-10	6	-3	-2	-2	2
Cc1ccc(-c2nc(NCc3ccco3)c3ccccc3n2)cc1	-16	2	10	-8	8	-2	9	5	2[fluorescence artefact?]
CCC(=O)NCCc1cc2ccc(C)c(C)c2[nH]c1=O	-2	0	21	-17	1	0	3	-3	14
Cn1cc(C(=O)NCc2ccc(F)cc2)cn1	-4	6	-2	-13	6	-5	6	-4	-3
Cc1ccc(SCc2ccc(C(=O)Nc3cccnc3)cc2)cc1	-15	6	9	4	0	14	1	1	25[fluorescence artefact?]
O=C(Nc1ccc(S(=O)(=O)N2CCOCC2)cc1)c1cccs1	9	-2	5	-22	1	2	-8	-1	-3
Clc1ccc(OCCn2ccnc2)c2ccccc12	-27	1	13	-8	2	-5	-2	-1	9
COc1ccc(C[C@H]2CN3C(=NC[C@@H]3C)N2CCNC(=O)CCC2CCCCC2)cc1	1	18	5	·	2	2	0	1	-4
CCOc1ccc(/C=C2\SC(=S)N(CC(=O)N(CCO)C(C)(C)C)C2=O)cc1	·	·	13	·	2	3	6	0	-7
COc1cc2c(cc1OC)CN(CC(=O)NC(=O)NC(C)(C)C)CC2	2	-95	9	2	0	2	2	1	-4
Cc1ccc(-c2ccc(CCC(=O)O)n2NC(=O)c2ccc([N+](=O)[O-])cc2)cc1	·	-9	32	-5	-1	0	8	0	-7
Cc1cc(N2CCCC(C(=O)Nc3cccc4ccccc34)C2)n2ncnc2n1 (stereo not drawn)	-10	5	10	-2	1	-2	-2	1	7
O=C(O)CSc1nc(SCc2ccccc2Cl)nc2c1CCCC2	-10	2	-3	-7	2	1	-6	-2	6

Reformatted bar-delimited: part of the list above
SMILES | hK5 inh | Rad51 HR inh | FXIIa inh | Mdm2 ligase inh | p97 inhibitor | eIF4E 4G PPI | FXIa inh 1536 | Wee1 degr inh | 14-3-3 Bad inh
CCC(=O)NCCc1cc2ccc(C)c(C)c2[nH]c1=O | -2 | 0 | 21 | -17 | 1 | 0 | 3 | -3 | 14
Cn1cc(C(=O)NCc2ccc(F)cc2)cn1 | -4 | 6 | -2 | -13 | 6 | -5 | 6 | -4 | -3
Cc1ccc(SCc2ccc(C(=O)Nc3cccnc3)cc2)cc1 | -15 | 6 | 9 | 4 | 0 | 14 | 1 | 1 | 25[fluorescence artefact?]

Just 14-3-3 Bad inh, Rad51 HR inh and p97 inhibitor, for some of the entries so far:
| compound | 14-3-3 Bad inh | Rad51 HR inh | p97 inhibitor |
| --- | --- | --- | --- |
| CCCCC1=NN(C(=O)c2cocc2C)C(O)(C(F)(F)F)C1 (stereo not drawn) | 1 | 3 | -1 |
| O=C(OCc1ccccn1)c1ccc(COc2ccccc2Cl)o1 | 41 | -2 | -2 |

The results go on.
SMILES	hK5 inh	Rad51 HR inh	FXIIa inh	Mdm2 ligase inh	p97 inhibitor	eIF4E 4G PPI	FXIa inh 1536	Wee1 degr inh	14-3-3 Bad inh
O=C(O)CCCCCN1C(=O)C2CCCCC2C1=O (stereo not drawn)	-2	0	1	-3	4	3	-5	2	-9
Cc1ccc(C)n1/N=C1/NC(=O)CS1	-16	-10	6	-12	14	11[fluorescence artefact?]	4	4	5[fluorescence artefact?]
CCCC1(c2ccccc2)NC(=O)N(CC(=O)Nc2cc(C)on2)C1=O (stereo not drawn)	-6	-4	6	6	5	-4	-8	-1	-4
Cc1ccc2cc(CN(C(=O)C3CCCO3)C3CCCCC3)c(=O)[nH]c2c1 (stereo not drawn)	0	0	11	-21	1	2	4	-1	13
O=c1[nH]c2ccc(Cl)cc2c(-c2ccccc2)c1N1CCOCC1	30	-3	28	-15	1	8[fluorescence artefact?]	13	1	-7[fluorescence artefact?]
COc1cccc(C(=O)NNc2nc(C)cc(C)n2)c1	-6	·	12	5	5	-4	6	0	0[fluorescence artefact?]
O=C(CCC(=O)N1CCN(S(=O)(=O)c2ccc(Cl)cc2)CC1)Nc1cccc(Br)c1	-23	15	16	-4	1	4[fluorescence artefact?]	13	-2	-2
Cc1ccc2c(CC(=O)O)coc2c1C	-13	-2	8	-13	-4	-9[fluorescence artefact?]	-10	2	-11
CC12C(=O)N(c3ccccc3)C(=O)C1C(c1ccccc1)N1CCCN12 (stereo not drawn)	-8	15	5	-15	13	5	-5	1	-7
COc1ccc(C(=O)Nc2cc(C)nn2-c2nc3ccccc3[nH]2)c(OC)c1	0	0	4	-19	2	0	-4	-2	-4
Cc1nn(CC(=O)N(C)C)c(=O)c2ccccc12	-17	-9	8	-17	5	8[fluorescence artefact?]	1	-4	-6[fluorescence artefact?]
COc1ccc(Cl)cc1C(=O)NNC(=O)C1COc2ccccc2O1 (stereo not drawn)	-26	7	-6	-8	4	-1	0	0	23
C=CCNC(=O)COc1ccc(N(C)S(=O)(=O)c2ccc(NC(C)=O)cc2)cc1	-3	1	3	-3	4	2	-2	0	-12
COc1cc(C2C3=C(CCCC3=O)Nc3[nH]n(-c4ccccc4)c(=O)c32)cc(OC)c1OC (stereo not drawn)	-1	4	2	4	6	0	2	-3	-9
CCNc1ccc(C(=O)OCC)cc1NC(=O)c1cccc(S(=O)(=O)N(C)c2ccccc2)c1	-2	5	0	-13	8	-2	-10	1	-6
CC(C)(C)OC(=O)NCCCCCc1nnc(SCC(=O)Nc2cccc(Cl)c2)o1	-2	-3	10	-9	3	-5	4	0	-1
Cc1ccc(SCc2cc(=O)[nH]c(/N=C(\N)Nc3cccc4ccccc34)n2)cc1	-2	4	-3	-1	1	3[fluorescence artefact?]	5	-1	-6[fluorescence artefact?]
COc1ccc(N=C2SC(C(=O)N3CCN(c4ccccc4)CC3)CC(=O)N2C)cc1 (stereo not drawn)	2	0	6	0	1	3	3	1	0
Brc1ccc(C2=Nc3cccc4cccc(c34)N2)o1	-10	0	0	-1	4	11	1	-1	-13
COC(=O)c1ccc(S(=O)(=O)N2CCCCCC2)n1C	1	17	0	-13	3	-3	-1	-2	1
Cc1cc(C[n+]2ncsc2N)c2ncccc2c1	-4	-9	5	·	0	-9	-4	1	-1
